Screens as filed in PubChem.
pAkt inh: Akt phosphorylation inhibition | Neuro2A IGF-stimulated pAkt S473 HTRF, 20 min; stronger effect = lower value | activity change, % for hits at 50 µM | 360,000 tested, 0.32% active | AID 651550; in the data active = activity change below about -80%; inconclusive = mostly about -51% to -80%; also: % is scaled to controls: 0 for no effect and ±100 for the full control effect
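Single-point screen (50 µM final compound) in Neuro2A cells stimulated 20 min with 6 nM IGF at 37 deg C. After lysis, Ser473-phosphorylated Akt read by HTRF (ex 330 nm, em 615/665 nm) as the 665/615 ratio.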
Nrf2 ARE act: activators of Nrf2 (ARE) signaling | 410,000 tested, 0.31% active | AREc32 ARE-luciferase reporter (MCF7-derived line), luminescence, 24 h | Potency, µM (highest dose often 46.1 µM), for inactives: at the top dose activation, actives largely listed as activators | AID 624171; also: potency is read from the fitted curve at half-maximal effect; % of control where 0% means no effect; nearly all actives have a fitted effect of over 65% in size
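For detection, Steady-Glo was added and plates sat 30 min at RT; before that, AREc32_Fluc cells grown overnight in OPTI-MEM/5% FBS had been treated with 23 nL compound for 24 hr at 37 deg C.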
TGFb inhibitor: TGF-b pathway inhibition. 410,000 tested, 1.2% active. HepG2 CAGA-GFP TGF-b/SMAD3 reporter, GFP fluorescence, 18 h; TGF-beta stimulated, 500 pg/mL final. AID 588855. Potency, µM (top dose mostly 46.1 µM), for inactives: at the top dose activity, negative = inhibition, hits mostly inhibitors; also: potency is read from the fitted curve at half-maximal effect; % is scaled to controls: 0 for no effect and ±100 for the full control effect; nearly all actives have a fitted effect of over 65% in size
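HEPG2 CAGA-GFP, 1000 cells/well; 2 h settle, 37 C; cpd via pin tool; TGF-b 500 pg/mL final; 18 h, 37 C; GFP imaging ex488/em500-530; %Activity normalised to -TGF-b and +DMSO controls; CRC fit, curve class.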
A549 viability: kills or reduces viability of A549 cells in Nrf2 counter-screen | Potency, µM (doses to about 46 µM), for inactives: at the top dose activity change, negative = cytotoxicity, usual class: inhibitors | A549 ARE-Fluc cells, CellTiter-Fluor viability, 18-24 h | 390,000 tested, 0.16% active; also: potency is read from the fitted curve at half-maximal effect; % is scaled to controls: 0 for no effect and ±100 for the full control effect
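Cytotoxicity counterscreen: CellTiter-Fluor fluorescence was measured in A549 ARE_Fluc cells after 18-24 h of compound exposure in a concentration series. The subsequent BugLite luminescent read reports ARE-luciferase activity.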
CCT modulator: changes cytosolic chaperonin activity; purified chaperonin ATPase assay, HTRF ADP detection, 30 min; activity change, % (no concentration beside the values), hits read low; 360,000 tested, 0.3% active; in the data active = activity change below about -30%; also: % is scaled to controls: 0 for no effect and ±100 for the full control effect
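TRiC at 40 or 20 nM final (batch-dependent) in 30 mM Tris pH 7.4, 100 mM KCl, 5 mM MgCl2, 1 mM DTT, with compound at single 76 uM and 10 uM ATP, 30 min at 37 deg C. ADP detected by HTRF Transcreener, 665/615 ratio.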
Nrf2 inh: Nrf2 pathway inhibition. A549 ARE-Fluc reporter, luciferase luminescence, 18-24 h. Potency, µM (series often up to 46 µM), for the others: top-dose activity change, negative = inhibition, actives largely listed as inhibitors. 360,000 tested, 2.1% active. AID 504444; also: potency is read from the fitted curve at half-maximal effect; % is scaled to controls: 0 for no effect and ±100 for the full control effect; nearly all actives have a fitted effect of over 60% in size
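Nrf2 function is reported as luminescence of an ARE-controlled luciferase in A549 cells. Compounds were tested at several concentrations, and a CellTiter-Fluor read on the same wells flagged cytotoxicity.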
Mm-Cpn inhibitor: blocks the Methanococcus maripaludis chaperonin Mm-Cpn; purified Mm-Cpn ATPase, ADP Transcreener TR-FRET; Potency, µM (doses to about 76.9 µM), for the others: at the highest dose activity, negative = inhibition, actives largely listed as inhibitors; 330,000 tested, 0.031% active; AID 504842; also: potency is read from the fitted curve at half-maximal effect; % is scaled to controls: 0 for no effect and ±100 for the full control effect; nearly all actives have a fitted effect of over 80% in size
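Reaction buffer contained 30 mM Tris pH 7.4, 100 mM KCl, 5 mM MgCl2 and 1 mM DTT. Mm-CPN (25 nM final) hydrolysed 10 uM ATP over 30 min at 37°C; ADP was read by HTRF.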
Abeta yeast res: restores growth of yeast expressing A-beta42 peptide; yeast expressing A-beta42, growth rescue, OD600, 48 h; response scale: 0% DMSO, 100% iron-clioquinol control; Potency, µM (highest dose often 46.1 µM), for inactives: at the top dose growth rescue, most hits filed as activators; 410,000 tested, 0.063% active; also: potency is read from the fitted curve at half-maximal effect; nearly all actives have a fitted effect of over 55% in size
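Yeast A-beta toxicity model in growth medium with pinned compounds, 48 h at 30 C; growth read as absorbance at 600 nm. Normalized to FeCl3/clioquinol equimolar mix (positive) and DMSO (negative).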
HepG2 viability: kills HepG2 cells in TGF-b inhibitor counter-screen; HepG2 CAGA-GFP viability, ATP luminescence, 18 h; Potency, µM (series often up to 46.1 µM), inactives show top-dose activity change, negative = cytotoxicity, most hits filed as cytotoxic; 410,000 tested, 0.76% active; also: potency is read from the fitted curve at half-maximal effect; some results filed as inactive show a strong effect at the top dose
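CellTiter-Glo luminescence gave cytotoxicity after 18 hours at 37 degrees C. The cells were HepG2 CAGA-GFP in 1% FBS DMEM, stimulated with 500 pg/mL TGF-beta after compound addition. %Activity was normalised to no-cell wells (complete cell-killing) and DMSO (no toxicity), and curves were fitted and classified.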
The depositor's hits bear a star; i = inactive; u = inconclusive; x = no result given; [ ] = remark or other dose. Unless noted, calls follow the shape of the dose curve; as a rule, active = well fitted curve in the direction sought with a large enough effect; inconclusive = small, poorly fitted or top-dose-only effect, or another doubt; inactive = no such curve, though single readings can be large; an effect the other way counts as inactive or inconclusive.

SMILES	pAkt inh	Nrf2 ARE act	TGFb inhibitor	A549 viability	CCT modulator	Nrf2 inh	Mm-Cpn inhibitor	Abeta yeast res	HepG2 viability
CCOC(=O)CN(C(=O)c1ccccc1[N+](=O)[O-])C(C)(C)C	i	-0.3%	36%[activator]	-7%	-0.3	-11%	1%	-3%	30%
COc1ccc(CNC(=O)COC(=O)c2ccc(C)c(S(=O)(=O)N3CCOCC3)c2)cc1OC	i	-0.6%	-8%	-4%	0.6	-8%	-1%	-13%	-1%
CCCOc1ccc2nc(C)c(CCC)c(SC(=N)N)c2c1	i	-0.6%	7%	-2%	0.1	2%	-3%	11%	-3%
O=C(NCCc1ccc(Cl)cc1)c1ccc2c(c1)nc1n2CCOC1	x	3.8%	u	0%	x	x	x	1%	-4%
Cc1c(C(=O)N2CCc3ccccc3C2)oc2ccc(Br)cc12	i	2.4%	5%	3%	-3.9	u	-9%	8%	0%
CC(C)CC1Nc2ncnc(N3CCCCC3)c2N(Cc2ccc(Br)cc2)C1=O (stereo not given)	i	-0.9%	u	-4%	-2.5	-27%	0%	u	-3%
CCOC(=O)c1c(C)oc2c(Cl)cc(NS(=O)(=O)c3ccc(Cl)c(C)c3)cc12	x	-0.6%	u	-1%	x	-10%	x	5%	-95%
CN1CCN(CCCNC(=O)c2ccc(/C=C3\Oc4ccccc4N(Cc4ccccc4F)C3=O)cc2)CC1	i	3.7%	18µM*	0%	-2.6	-7%	-7%	x	-106%
O=C(NCc1ccco1)c1ccc2c(c1)N(Cc1ccc(F)cc1)C(=O)c1ccccc1S2=O (stereo not given)	x	8.9%	-14%	-5%	x	-31%	x	0%	-26%
CC[n+]1ccc(C)c2cc(SC(F)(F)F)ccc21	i	-0.2%	2%	1%	3.1	u	-1%	-5%	-5%
CC(=O)C1CCC2C3CCC4=CC(=O)C=CC4(C)C3C(=O)CC12C (stereo not given)	i	-0.5%	8%	3%	-2.2	-5%	x	-18%	-2%
O=C(O)c1ccccc1C(=O)Nc1ccc(-n2ccc(C(F)(F)F)n2)cc1	i	-0.8%	-20%	-4%	-0.1	2%	-2%	7%	17%
CCN1CCN(c2ccc(Cl)cc2NC(=O)c2ccc(-n3nc(C)cc3C)cc2)CC1	i	0.9%	-6%	u	0.0	u	1%	-5%	22µM*
Cc1nc2ccccc2nc1CN1CCC(CO)(CC2CCCCO2)CC1 (stereo not given)	i	3.6%	2%	-1%	-2.8	-5%	-1%	2%	-2%
Cc1ccccc1NC(=O)COC(=O)C1CC2CCCC(C1)C2=O (stereo not given)	i	0.3%	2%	2%	-2.1	2%	1%	-16%	3%
Cc1cc(C)c(S(=O)(=O)N2CCN(Cc3ccc4c(c3)OCO4)CC2)cc1C	x	6.2%	u	-2%	x	-14%	x	u	-27%
Cc1cc2ccccn2c1C(=O)c1cccc([N+](=O)[O-])c1	i	1.8%	-3%	u	-0.4	-21%	-3%	-3%	2%
O=C1C=C(c2ccc(Cl)c(C(F)(F)F)c2)C[C@@H](c2ccc3c(c2)OCO3)C1	i	5.8%	u	u	-1.6	u	-4%	3%	-22%
Cc1cc2c(NC3CCCCC3)ncnc2s1	i	3.2%	7%	-12%	-1.0	12µM*	-4%	6%	-25%
C=CCC1C=CCC(CC=C)N1C(=O)c1ccccc1[N+](=O)[O-] (stereo not given)	i	-0.2%	-4%	-4%	-2.1	4%	1%	3%	-3%

Quoted at random: six compounds from above
SMILES	pAkt inh	Nrf2 ARE act	TGFb inhibitor	A549 viability	CCT modulator	Nrf2 inh	Mm-Cpn inhibitor	Abeta yeast res	HepG2 viability
Cc1c(C(=O)N2CCc3ccccc3C2)oc2ccc(Br)cc12	i	2.4%	5%	3%	-3.9	u	-9%	8%	0%
Cc1cc2c(NC3CCCCC3)ncnc2s1	i	3.2%	7%	-12%	-1.0	12µM*	-4%	6%	-25%
CN1CCN(CCCNC(=O)c2ccc(/C=C3\Oc4ccccc4N(Cc4ccccc4F)C3=O)cc2)CC1	i	3.7%	18µM*	0%	-2.6	-7%	-7%	x	-106%
Cc1cc2ccccn2c1C(=O)c1cccc([N+](=O)[O-])c1	i	1.8%	-3%	u	-0.4	-21%	-3%	-3%	2%
CC(=O)C1CCC2C3CCC4=CC(=O)C=CC4(C)C3C(=O)CC12C (stereo not given)	i	-0.5%	8%	3%	-2.2	-5%	x	-18%	-2%
CCOC(=O)c1c(C)oc2c(Cl)cc(NS(=O)(=O)c3ccc(Cl)c(C)c3)cc12	x	-0.6%	u	-1%	x	-10%	x	5%	-95%

(continued)
SMILES	pAkt inh	Nrf2 ARE act	TGFb inhibitor	A549 viability	CCT modulator	Nrf2 inh	Mm-Cpn inhibitor	Abeta yeast res	HepG2 viability
CC1(C)C(CO)=CC(=O)C2=C1SCC(=O)N2	i	-1.1%	2%	-1%	-0.5	-1%	0%	0%	-4%
COc1ccc(NS(=O)(=O)c2ccc(N3CCCC3=O)cc2)cn1	i	-0.6%	-19%	-9%	-2.4	u	-4%	3%	1%
Cc1ccc(OCC(=O)Nc2ccc(N3CCOCC3)cc2)c([N+](=O)[O-])n1	i	0.6%	-2%	1%	0.1	1%	0%	-6%	-18%
CCOc1ccc(S(=O)(=O)NCc2cccnc2)cc1	i	-1.6%	-4%	3%	-0.3	-27%	0%	-24%	-15%
Cc1c(NC(=O)C(C)Oc2ncnc3ccccc23)c(=O)n(-c2ccccc2)n1C (stereo not given)	i	-0.2%	5%	-6%	-2.9	-7%	3%	0%	-3%
CC(C)N(Cc1nc(-c2ccccc2)no1)C(=O)CCCN1C(=O)c2ccccc2C1=O	i	-0.5%	2%	2%	-4.1	-28%	-1%	-7%	-33%
CCCCC(=O)N(C)c1c(CC)nc2c(OCCOC)cccn12	x	-1.0%	u	x	-1.4	x	x	0%	-13%
COc1ccc([C@@H]2C[C@@H](c3ccccc3)Oc3cc(C)cc(C)c32)cc1	i	-0.7%	3%	-2%	-3.0	3%	1%	6%	2%
CCCCOCC(O)CCc1n[nH]c(=S)n1-c1ccccc1 (stereo not given)	i	-0.3%	12%	-3%	-0.3	u	4%	-19%	4%
Cc1cccc2c1-c1sc(C(=O)N3CCc4ccccc4C3)cc1CO2	i	-0.8%	u	1%	-2.4	-30%	0%	2%	-17%
Cc1csc2ncc(C(=O)NCc3ccccc3Cl)c(=O)n12	i	3.6%	-18%	-2%	1.2	18%	1%	12%	-25%
CCc1ccc(CN(C)C(C)C(=O)Nc2ccc(S(=O)(=O)N3CCCC3)cc2)cc1 (stereo not given)	i	-0.9%	0%	1%	-0.6	-10%	3%	18%	-4%
C=CCn1c(COc2ccc(Cl)cc2)nnc1SCC(=O)N1CC(=O)Nc2ccccc21	x	-0.2%	-9%	-6%	-0.7	0%	-3%	12%	-38%
Cc1ccc(-c2nnn(CC(=O)N(c3ccccc3)C(C(=O)NC3CCCC3)c3ccco3)n2)o1 (stereo not given)	i	0.6%	1%	14%[1.84 µM]	2.2	-16%	0%	4%	1%
Cc1ccc2nc(SC(C)C(=O)N3CCCC3)[nH]c2c1 (stereo not given)	i	2.1%	2%	0%	-3.7	u	-1%	2%	-4%
COc1cccc(-n2nnc3c(=O)n(CC(=O)Nc4ccc(C)cc4)cnc32)c1	i	-0.8%	-1%	-3%	-1.0	14%	-1%	-5%	4%
O=C(CCC(=O)OCC(F)(F)C(F)F)Nc1ccc(F)cc1F	i	-1.0%	1%	5%	-1.1	11%	0%	18%	-7%
CCc1nn(-c2ccccc2)c2nc(-c3ccccc3OC)c3cc(OC)c(OC)cc3c12	x	-0.3%	3%	6%	x	-19%	x	0%	-4%
CCc1ccc(NC(=O)NNC(=O)CCc2ccccc2)cc1	i	0.0%	1%	10%	0.9	3%	1%	-2%	5%
COC(=O)c1ccc(NC(=S)NCCCN2CCCC2=O)cc1	i	2.9%	-14%	13%	-4.1	2%	3%	1%	-28%

An unsorted share of the library; 4.3% or so of the library scored in one or more.
